Screens deposited in PubChem BioAssay by NCI.
All columns: NCI-60 one-dose screen, growth in % after 48 h at 10 µM unless noted; 100 = growth as untreated, 0 = no growth, -100 = all killed.
MCF7: MCF7 breast cancer. 6.3% of 82,000 active. AID 1794796
K-562: K-562 leukemia; 7.4% of 78,000 active
MDA-MB-231: MDA-MB-231 breast cancer; 5% of 81,000 active; AID 1794789
MDA-MB-468: MDA-MB-468 breast cancer; 8.5% of 78,000 active; AID 2202374
SR: SR leukemia cells | 8.7% of 73,000 active | AID 1794780
BT-549: BT-549 breast cancer. 4.4% of 78,000 active
MOLT-4: MOLT-4 leukemia cells; 6.9% of 80,000 active; AID 1794779
T-47D: T-47D breast cancer. 5% of 79,000 active. AID 1794792
An asterisk follows results filed as active; / = no result given; & = joins results of further samples. How the source made its calls: active means growth percent below 10; inactive means the rest.

SMILES	MCF7	K-562	MDA-MB-231	MDA-MB-468	SR	BT-549	MOLT-4	T-47D
C[N+](C)(C)CCOc1ccccc1	100	106	122	73	106	108	111	97
O=NN1CCNC1=O	104	108	121	115	103	109	111	94
NCCc1ccc(S(N)(=O)=O)cc1	94	109	108	92	102	98	85	/
Oc1c(Br)cc(-c2ccccc2)cc1Br	101&95	78&100	102&104	114&104	86&102	100&106	89&97	107&108
CCC1(CC)C(=O)NC(=S)NC1=O	102	97	107	103	102	116	103	105
c1ccc(C2CO2)cc1 (stereo not drawn)	102&95	107	111&99	102&90	94	123	95	110&91
CC(C)[N+](C)(CCC(C(N)=O)(c1ccccc1)c1ccccc1)C(C)C	94&97&100	103&103&115	98&96&93	98&104&107	105&102	114&115&117	105&102&102	91&89&112
Oc1ccc(CC2NCCc3cc(O)c(O)cc32)cc1O (stereo not drawn)	90	122	82	103	99	100	103	131
Cc1ccc2nc(Sc3sc(N)nc3C)n(-c3ccc(Cl)cc3)c(=O)c2c1	95	84	87	94	51	67	81	88
C[C@H]1C[C@@H]2[C@H]([C@@H](O)C[C@]3(C)[C@@H](O)CC[C@@H]23)[C@@]2(C)CCC(=O)C=C12	94	103	101	107	101	/	99	103
CC1([N+](=O)[O-])COP(=O)(Nc2ccccc2F)OC1 (stereo not drawn)	101	93	109	99	82	101	88	91
BrCCN(CCBr)c1cccc(/C=C/c2ccccc2)c1	92	103	109	110	99	111	103	99
CC(=O)NC1=C(N2CC2C)C(=O)C(NC(C)=O)=C(N2CC2C)C1=O (stereo not drawn)	98	94	117	99	51	111	91	102
CC[C@H](C)[C@H](NC(=O)[C@H]1CCCCN1C)C(=O)N(C)[C@H](C[C@@H](OC(C)=O)c1nc(C(=O)NC23C4C5C2C2C3C4C52C(=O)OC)cs1)C(C)C (stereo partly drawn)	14	6.1*	20	-2.8*	2.8*	-36*	8.4*	73
Nc1ccc(C(=O)Nc2ccc(S(=O)(=O)F)cc2)cc1	86	84	105	103	81	77	77	78
CCCNC(=O)C(C)(C)CC(=O)N[C@H]1N=C(c2ccccc2)c2ccccc2N(C)C1=O	98	108	97	107	111	117	109	104
COc1ccc(-n2c(Sc3nnc(N)s3)nc3ccc(Cl)cc3c2=O)cc1	87	92	118	98	81	97	88	88
O=C1NC(=O)C(=Cc2ccco2)C(=O)N1	97&107	99&115	103&99	109&110	100	97&113	100&97	103&106
CCC1(O)CCC2C3CC=C4CCCCC4C3CCC21C (stereo not drawn)	119	99	98	106	96	110	99	102
C[C@]12CC[C@H]3[C@@H](CC=C4c5nc(-c6ccc(Br)cc6)sc5CC[C@@]43C)[C@@H]1CC[C@@H]2O	87	77	89	110	98	83	89	93
CC(C)(C)N1CC(C(=O)c2ccccc2)C1c1ccccc1 (stereo not drawn)	97	89	114	112	92	99	95	93
Nc1ccc(CCCC(=O)Nc2ccc(S(=O)(=O)F)cc2)cc1	94	96	95	93	81	81	90	98
CCOC(=O)/C(=C\c1ccc(F)cc1)[Se]c1ccccc1	104	108	105	105	/	112	100	96
O=C1c2ccccc2C(=O)C(Cl)C1Cl (stereo not drawn)	-62*	-7.9*	/	-90*	36	78	-8.4*	-38*
OCN1CCOCC1	103	101	107	100	88	127	92	104
CCCCC1(CCO)C(=O)NC(=S)NC1=O	106	110	97	107	113	108	114	105
COC(=O)C1C(=O)n2c(c(C)c3ccccc32)[C@@]2(C)CCC[C@H]1C2 (stereo partly drawn)	91	95	105	96	110	/	98	104
CC1C=CCP1(C)=O (stereo not drawn)	89	97	/	99	99	111	102	107
CC1(C)C(=O)CC[C@@]2(C)C1=CC[C@H]1[C@@H]3CC[C@H](O)[C@@]3(C)CC[C@@H]12	96	99	110	95	80	96	101	95
C1CN2CN3CCN(CN1C3)C2	94	96	100	107	/	120	114	103

Whole records, quoted from the list. Order of screens: MCF7 | K-562 | MDA-MB-231 | MDA-MB-468 | SR | BT-549 | MOLT-4 | T-47D
Entry for `CC1C=CCP1(C)=O` (stereo not drawn) : 89 | 97 | / | 99 | 99 | 111 | 102 | 107
Entry for `O=C1c2ccccc2C(=O)C(Cl)C1Cl` (stereo not drawn) : -62* | -7.9* | / | -90* | 36 | 78 | -8.4* | -38*

Going on with the list.
SMILES	MCF7	K-562	MDA-MB-231	MDA-MB-468	SR	BT-549	MOLT-4	T-47D
CCCc1ccccn1	91	109	/	97	101	68	102	/
CC1CC2(C)C(CC1=O)CC(C)C1C2CCC2(C)C1CCC2(C)O (stereo not drawn)	101	101	89	73	110	112	65	92
O=C(NCCNC(=O)Nc1ccccc1S(=O)(=O)F)Nc1ccccc1S(=O)(=O)F	96	105	102	103	102	105	106	106
C[N+]1([O-])C2CCC1CC(O)C2 (stereo not drawn)	107	123	114	102	113	/	121	111
C[C@]12CCc3sc(-c4ccccc4O)nc3C1=CC[C@@H]1[C@@H]2CC[C@]2(C)C(=O)CC[C@@H]12	93	96	103	106	109	110	95	90
CC(C)[C@H](NC(=O)c1cn(Cc2ccccc2F)c2ccccc12)C(N)=O	99	/	108	98	93	94	76	97
ClCCN(CCCl)c1ccc2c(c1)Cc1cc(Cl)ccc1-2	54	/	66	80	/	93	84	73
CC(C)c1cc(C(C)C)c(CCN(C)C)c(C(C)C)c1	105	109	92	96	95	112	95	90
Cc1cccc(OC(=O)CCl)c1	116	102	113	89	96	110	96	90
CC(C)CCC1C(=O)N(C)C(=O)N(C)C1=O	99	106	101	97	/	104	104	95
COC12c3ccccc3-c3ccccc3C1[C@@H](C(=O)O)[C@H]2C(=O)O (stereo partly drawn)	100	105	113	112	/	107	102	98
ClC1=C(Cl)C(Cl)(C2(Cl)C(Cl)=C(Cl)C(Cl)=C2Cl)C(Cl)=C1Cl	-41*	-25*	-29*	-59*	-25*	-12*	-37*	-45*
CCOC(=O)/C=C(/OP(=O)(OCC)OCC)c1ccccc1	105	102	110	117	95	97	96	99
COc1cc(C=C(C#N)C#N)cc(OC)c1OC	98	103	113	107	109	110	104	117
CNC(=O)Oc1ccccc1	87	109	110	101	99	105	106	133
ClCc1nc2ccccc2[nH]1	96	96	126	102	75	104	89	102
COS(=O)(=O)c1ccccc1	99	103	123	114	71	107	85	104
N#CCc1ccccc1CC#N	124	101	105	110	95	/	97	107
COc1ccc(OC)c(C(O)C(C)NC(C)(C)C)c1 (stereo not drawn)	105	108	121	107	80	107	95	104
CC(C)n1cc(CCN(C)C)c2c(O)cccc21	98	85	107	93	118	117	107	109
CC12CCC3C4CCC(=O)C(O)=C4CCC3C1CCC2OC(=O)CCC1CCCC1 (stereo not drawn)	119	93	95	111	95	107	100	103
Cn1cc(-c2csc(-c3cn(CCCCN4CCCCC4)c4ccccc34)n2)c2cccnc21	-66*	-58*	-63*	-27*	-50*	69	-55*	88
COc1cc(C2=NN(c3ccccc3)C(c3sc(N(CCCl)CCCl)nc3Cl)C2)cc(OC)c1OC (stereo not drawn)	87	74	86	88	84	95	71	69
CC(=O)OCC1=C(C(=O)O)N2C(=O)[C@@H](NC(=O)CCCC(N)C(=O)O)C2SC1 (stereo partly drawn)	112	95	95	112	100	99	105	107
CC(C)(C#N)C(C)(C)C#N	101	105	113	97	97	100	103	100
C=CCOP(OCC=C)OCC=C	95	103	108	100	90	110	102	100
CN(C)C1C=CCCC1 (stereo not drawn)	99	103	102	103	94	109	100	113
COC(=O)C1CN1/C(C)=N/N=C1\C(=O)Nc2ccccc21 (stereo not drawn)	95	96	96	105	98	115	107	100
CC(C)N(C(=O)SCC(Cl)=C(Cl)Cl)C(C)C	95	90	116	103	97	101	98	95
CN1C(=O)C(Cc2ccccc2)C(=O)N(C)C1=O	97	98	111	97	105	99	99	101
CCOC(=O)/C(=C\c1ccc(Br)cc1)[Se]c1ccccc1	98	109	113	107	/	102	100	95
COc1ccc(C(=O)CN)cc1	100	102	105	107	104	93	100	103
Oc1cc(N2CC2)c(O)cc1N1CC1	-30*	17	97	-63*	22	30	9.1*	19
CC(C)N(CCCl)CCOc1ccccc1Cc1ccc(F)cc1	89	110	88	77	91	95	100	84
CN1C2C[C@H](OC(=O)[C@H](CO)c3ccccc3)C[C@H]1[C@@H](O)C2	94	98	107	111	/	96	/	110
CC1CCC(=O)O1 (stereo not drawn)	100	98	107	93	/	104	91	131
BrCc1ccc2ncccc2c1	107	114	121	120	117	118	117	109
CC(=O)Oc1ccccc1C(=O)[Se]C(=NC(C)C)NC(C)C	-55*	-30*	-51*	-64*	-27*	-95*	-15*	-46*
CC[C@]12C=CCN3CC[C@@]4(c5ccc(OC)cc5N(C)[C@H]4[C@@](O)(C(=O)OC)[C@@H]1OC(=O)CCCC[P+](C1CCCCC1)(C1CCCCC1)C1CCCCC1)[C@@H]32	-64*	7.5*	-93*	-79*	19	-97*	-5.2*	3.8*
Cc1cccc(CC(O)C(Cl)(Cl)Cl)n1 (stereo not drawn)	102	119	89	94	98	110	105	107
O=P(Oc1ccccc1)(N1CCOCC1)N1CCOCC1	98	104	121	119	93	107	99	95
COc1cc(C=C(C#N)C#N)ccc1O	108	105	111	103	100	95	114	98
CC1(C)N=C(N)N=C(N)N1c1ccc(CNC(=O)Nc2ccc(S(=O)(=O)F)c(Cl)c2)c(Cl)c1	1.4*	16	61	30	35	49	22	60
O=P(Oc1ccccc1)(Oc1ccccc1)N1CCOCC1	97	91	103	99	77	100	79	99
COc1cc(C2CC(=O)Nc3nc(N)[se]c32)cc(OC)c1OC (stereo not drawn)	99	84	101	99	66	130	83	75

14 compounds already listed, ordered by formula weight, largest number first:
SMILES	MCF7	K-562	MDA-MB-231	MDA-MB-468	SR	BT-549	MOLT-4	T-47D
CC1(C)N=C(N)N=C(N)N1c1ccc(CNC(=O)Nc2ccc(S(=O)(=O)F)c(Cl)c2)c(Cl)c1	1.4*	16	61	30	35	49	22	60
CCOC(=O)/C(=C\c1ccc(Br)cc1)[Se]c1ccccc1	98	109	113	107	/	102	100	95
COc1cc(C2CC(=O)Nc3nc(N)[se]c32)cc(OC)c1OC (stereo not drawn)	99	84	101	99	66	130	83	75
CC(=O)Oc1ccccc1C(=O)[Se]C(=NC(C)C)NC(C)C	-55*	-30*	-51*	-64*	-27*	-95*	-15*	-46*
CC(C)N(CCCl)CCOc1ccccc1Cc1ccc(F)cc1	89	110	88	77	91	95	100	84
O=P(Oc1ccccc1)(Oc1ccccc1)N1CCOCC1	97	91	103	99	77	100	79	99
O=P(Oc1ccccc1)(N1CCOCC1)N1CCOCC1	98	104	121	119	93	107	99	95
CC(C)N(C(=O)SCC(Cl)=C(Cl)Cl)C(C)C	95	90	116	103	97	101	98	95
Cc1cccc(CC(O)C(Cl)(Cl)Cl)n1 (stereo not drawn)	102	119	89	94	98	110	105	107
CN1C(=O)C(Cc2ccccc2)C(=O)N(C)C1=O	97	98	111	97	105	99	99	101
COc1cc(C=C(C#N)C#N)ccc1O	108	105	111	103	100	95	114	98
Oc1cc(N2CC2)c(O)cc1N1CC1	-30*	17	97	-63*	22	30	9.1*	19
COc1ccc(C(=O)CN)cc1	100	102	105	107	104	93	100	103
CC1CCC(=O)O1 (stereo not drawn)	100	98	107	93	/	104	91	131

Continued.
SMILES	MCF7	K-562	MDA-MB-231	MDA-MB-468	SR	BT-549	MOLT-4	T-47D
CC(=O)O[C@H]1CC[C@H]2[C@@H]3CC=C4c5nc(-c6cccc(Cl)c6)sc5CC[C@]4(C)[C@H]3CC[C@]12C	93	97	112	111	99	119	97	96
O=[N+]([O-])c1cc(Cl)c(Cl)cc1Cl	113&99	110&114	124&100	104&102	108&87	119&121	103&102	108&107
c1cnc(OCCN2CC2)cn1	93	95	106	113	88	106	86	105
C#C[C@@]1(O)CC[C@@]2(C)[C@@H](CC[C@@H]3[C@@H]2CC[C@]2(C)[C@@H](O)CC[C@@H]32)C1	125	93	101	100	91	107	86	96
COc1cc(-n2c(=S)[nH]c3ccc(Br)cc3c2=O)cc(OC)c1OC	96	99	105	108	90	122	103	98
C[C@@]12CC[C@@H](O)C[C@@H]1CC[C@H]1[C@H]2CC[C@@]2(C)[C@H](c3ccc(=O)oc3)CC[C@@]12O	-27*	0.3*	-34*	/	/	-84*	-27*	-18*
Cc1ccc(N)cc1[As]=[As]c1cc(N)ccc1C (stereo not drawn)	-75*	-5.7*	-93*	-93*	-44*	-94*	-30*	-42*
CC12CCC3C(C/C(=N\O)C4=CC(=O)CCC43C)C1CCC2=O (stereo not drawn)	101	85	110	106	81	101	92	106
O=C(N/N=C\c1ccc(N(CCCl)CCCl)cc1)c1cc(-c2ccccc2)nc2ccccc12	63	61	83	79	35	76	61	52
Cc1cc(Cl)cc(Cl)c1O	92	99	92	105	108	96	94	99
Oc1c(Cl)c(Cl)c(Cl)c(Cl)c1Cl	109	122	101	117	102	102	95	86
O=P1(NCCCl)OCCCN1CCCl (stereo not drawn)	101	96	120	99	91	104	101	105
COc1ccc2c(c1)[C@]13CCCC[C@H]1[C@H](C2)N(C)CC3	108	120	86	90	121	95	109	107
Cc1cccc2c(C)cccc12	104	106	109	122	90	130	103	100
CCOC(=O)C(CC)(C(=O)OCC)c1ccccc1	90	71	96	97	56	96	70	100
CCCCCCCCCCCC#N	100	98	108	105	85	102	83	97
O=C(NCCCOc1ccc([N+](=O)[O-])cc1Cl)Nc1cccc(S(=O)(=O)F)c1	101	95	105	107	99	101	84	85
COc1ccccc1N1CCN(Cc2ccccc2)CC1	99	92	96	112	116	100	102	95
Brc1ccc2c(c1)c(-c1nc(-c3c[nH]c4ncccc34)cs1)cn2CCN1CCCCC1	47	-16*	62	79	16	89	42	66
CCCCCCNC(=O)C(C)Br (stereo not drawn)	102	96	98	105	95	128	94	101
CCCCN(CCCC)N=O	99	95	113	116	93	113	99	93
CS(=O)(=O)c1ccc(C(=O)C2C(=O)CCCC2=O)c([N+](=O)[O-])c1	94	110	98	102	107	104	107	99

A portion of the library, so the mix of outcomes need not match the whole.
